Assay outcomes: PubChem, several laboratories
MazEF act: MazEF (E. coli) toxin RNase activation; P0AE70; FAM/BHQ RNA-DNA oligo cleavage fluorescence, 5 h; actives 0.32% (n = 350,000); activation, % at 20 µM; in the data active means activation above about 50%
Target sequence (P0AE70 whole entry, looked up): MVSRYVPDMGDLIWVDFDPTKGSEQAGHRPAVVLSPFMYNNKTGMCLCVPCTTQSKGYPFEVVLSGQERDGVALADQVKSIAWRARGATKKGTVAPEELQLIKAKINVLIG
PrPC surface inh: inhibitors of human cell surface prion protein PrPC. P04156. actives 0.43% (n = 370,000). TR-FRET read-out. inhibition, % at 13.8 µM; in the data active means inhibition above about 24%; further: 0% = median of the test wells and 100% = reference compound wells
GDH-TPI inh: counter-screen for M. tuberculosis FBA inhibitors: GDH-TPI coupled enzymes; GDH-TPI coupled enzyme counterscreen, NADH absorbance; inhibition, % at 4.8 µM; actives 1.2% (n = 360,000); in the data active means inhibition above about 30%;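 further: 0% = DMSO wells and 100% = wells lacking the enzyme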
Mtb UGM inh: Mtb UDP-galactopyranose mutase inhibition. P9WIQ1. purified UGM, fluorescence polarization probe displacement. inhibition, % at 10 µM. actives 0.06% (n = 320,000); in the data active means inhibition above about 10%, passing the limit was not always enough; inconclusive means no clear call, values can overlap the other calls
Rv3671c inh: inhibitors of M. tuberculosis serine protease Rv3671c; P9WHR9; inhibition, % at 5.96 µM; actives 0.048% (n = 320,000); AID 2606; in the data active means inhibition above about 38%;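 further: extracellular domain of Rv3671c used as enzyme; 0% = enzyme with DMSO and 100% = no enzyme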
Target sequence (P9WHR9 whole entry, looked up, the tested form may be a part): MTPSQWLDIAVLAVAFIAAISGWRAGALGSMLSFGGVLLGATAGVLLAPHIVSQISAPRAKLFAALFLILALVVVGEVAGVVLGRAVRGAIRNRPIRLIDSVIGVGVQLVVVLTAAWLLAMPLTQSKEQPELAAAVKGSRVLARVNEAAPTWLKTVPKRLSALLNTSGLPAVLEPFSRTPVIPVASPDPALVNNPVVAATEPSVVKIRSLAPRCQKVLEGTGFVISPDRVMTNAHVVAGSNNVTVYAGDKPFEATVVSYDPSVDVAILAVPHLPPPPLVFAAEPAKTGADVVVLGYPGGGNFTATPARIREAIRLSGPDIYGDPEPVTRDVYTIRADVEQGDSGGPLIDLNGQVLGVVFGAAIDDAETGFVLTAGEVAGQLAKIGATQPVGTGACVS
BioA inh: blocks M. tuberculosis BioA enzyme activity | purified M. tuberculosis BioA enzyme, plate reader | actives 0.096% (n = 360,000) | AID 602481 | inhibition, % at 9.99 µM; in the data active means inhibition above about 40%; inconclusive means no clear call, values can overlap the other calls
BoNT-F LC inh: BoNT F light chain protease inhibition; Multiplex microsphere protease cleavage assay, flow cytometry; actives 0.22% (n = 360,000); inhibition, % at 10 µM; in the data active means inhibition above about 35%, passing the limit was not always enough; inconclusive means no clear call, values can overlap the other calls; further: plate controls were buffer without enzyme for full effect and enzyme alone for no effect
FadD28 FP inh: inhibitors of Mycobacterium tuberculosis FadD28 bisubstrate binding; FadD28 bisubstrate probe binding, fluorescence polarization; inhibition, % at 12.5 µM; actives 0.22% (n = 360,000); in the data active means inhibition above about 8.5%, passing the limit was not always enough; inconclusive means no clear call, values can overlap the other calls
FBA Mtb inh: inhibits M. tuberculosis FBA enzyme | P9WQA3 | purified M. tuberculosis FBA, fluorescence read-out | inhibition, % at 1 µM | actives 2.3% (n = 360,000) | AID 588726; in the data active means inhibition above about 27%;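 further: 0% = vehicle and 100% = reference inhibitor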
Target sequence (P9WQA3 whole entry, looked up): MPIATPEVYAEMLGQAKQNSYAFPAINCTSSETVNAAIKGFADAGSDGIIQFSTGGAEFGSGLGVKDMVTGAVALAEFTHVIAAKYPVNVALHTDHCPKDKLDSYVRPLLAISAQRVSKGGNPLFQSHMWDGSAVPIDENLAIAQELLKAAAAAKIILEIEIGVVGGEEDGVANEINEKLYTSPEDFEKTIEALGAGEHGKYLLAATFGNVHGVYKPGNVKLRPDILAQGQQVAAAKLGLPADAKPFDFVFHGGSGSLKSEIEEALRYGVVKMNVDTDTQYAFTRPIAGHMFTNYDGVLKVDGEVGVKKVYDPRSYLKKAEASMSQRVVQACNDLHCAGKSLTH
Active calls of the source: *; ? = inconclusive; / = no result given.

SMILES	MazEF act	PrPC surface inh	GDH-TPI inh	Mtb UGM inh	Rv3671c inh	BioA inh	BoNT-F LC inh	FadD28 FP inh	FBA Mtb inh
CC(C)Nc1nnc(SC(C)C(=O)NCc2ccc3c(c2)OCO3)s1 (stereo not given)	-9	2	-2	-1.6	1	/	-2	-3.0	3
O=C(CSc1nnc(SCc2ccccc2)s1)N/N=C/C=C\c1ccco1	4	2	24	0.7	-8	/	-1	-3.0	-1
NCC(O)COCCC12CC3CC(CC(C3)C1)C2 (stereo not given)	3	-2	-4	-0.8	7	-2.2	2	-6.5	1
Cc1nnc(SCC(=O)N2CCN(C(=O)c3ccco3)CC2)n1C	2	-4	7	-0.3	-8	-1.6	-1	-0.5	-2
CC12CCC3C(CCC4CC(=O)CCC43C)C1CC(=NO)C2=O (stereo not given)	6	14	-7	/	/	/	4	1.7	1
NCCc1ccccc1	0	-8	5	-1.3	9	-1.6	1	0.3	2
Cn1c(SCC(=O)NC2CCCc3ccccc32)nnc1C1CC1 (stereo not given)	4	-4	-7	/	/	-2.2	-11	-1.8	1
Clc1cccc(-c2nnc3n2CCCCC3)c1	-2	2	-6	5.6	0	/	-2	-0.5	0
CN1CCN(C(=S)NCCc2ccccc2)CC1	-10	5	5	-1.4	3	-0.5	-1	-1.5	2
CCOc1ccc(S(=O)(=O)N2CCCCC2)cc1NC(=O)C1CSC2(C)CCC(=O)N12 (stereo not given)	0	-4	7	2.0	-3	-1.4	-3	-1.5	0
COc1cccc(CNC(=S)NC2CC2)c1	10	7	-3	-1.9	6	/	-6	-2.2	-3
COc1ccc(CCNC(=O)C(=O)NCC2OCCN2S(=O)(=O)c2ccc(Br)cc2)cc1 (stereo not given)	3	0	2	-0.1	-5	-2.1	3	-1.4	5
CCOc1ccc(N2Cc3ccccc3C2)cc1	-1	-2	5	5.3	-16	-0.4	-12	0.7	0
CCOC(=O)c1cnc2c(cnn2C)c1NCCCN(C)C	-2	9	0	1.1	6	-0.5	3	-1.8	3
O=C(CSc1ccc(-c2ccc(Cl)cc2)nn1)Nc1ccc2c(c1)OCCO2	0	-4	1	-0.6	-4	-1.2	-14	-4.8	1

Pulled by compound from the entries so far (two):
SMILES	MazEF act	PrPC surface inh	GDH-TPI inh	Mtb UGM inh	Rv3671c inh	BioA inh	BoNT-F LC inh	FadD28 FP inh	FBA Mtb inh
CCOc1ccc(S(=O)(=O)N2CCCCC2)cc1NC(=O)C1CSC2(C)CCC(=O)N12 (stereo not given)	0	-4	7	2.0	-3	-1.4	-3	-1.5	0
NCC(O)COCCC12CC3CC(CC(C3)C1)C2 (stereo not given)	3	-2	-4	-0.8	7	-2.2	2	-6.5	1

Complete entries from above:
Profile of Cc1nnc(SCC(=O)N2CCN(C(=O)c3ccco3)CC2)n1C = MazEF act = 2; PrPC surface inh = -4; GDH-TPI inh = 7; Mtb UGM inh = -0.3; Rv3671c inh = -8; BioA inh = -1.6; BoNT-F LC inh = -1; FadD28 FP inh = -0.5; FBA Mtb inh = -2
Profile of CCOc1ccc(S(=O)(=O)N2CCCCC2)cc1NC(=O)C1CSC2(C)CCC(=O)N12 (stereo not given) = MazEF act = 0; PrPC surface inh = -4; GDH-TPI inh = 7; Mtb UGM inh = 2.0; Rv3671c inh = -3; BioA inh = -1.4; BoNT-F LC inh = -3; FadD28 FP inh = -1.5; FBA Mtb inh = 0
Profile of Cn1c(SCC(=O)NC2CCCc3ccccc32)nnc1C1CC1 (stereo not given) = MazEF act = 4; PrPC surface inh = -4; GDH-TPI inh = -7; Mtb UGM inh = /; Rv3671c inh = /; BioA inh = -2.2; BoNT-F LC inh = -11; FadD28 FP inh = -1.8; FBA Mtb inh = 1

Remaining list, next part:
SMILES	MazEF act	PrPC surface inh	GDH-TPI inh	Mtb UGM inh	Rv3671c inh	BioA inh	BoNT-F LC inh	FadD28 FP inh	FBA Mtb inh
O=C(c1ccc(Br)cc1)N1CCN(S(=O)(=O)c2ccccc2)CC1	-3	17	3	3.3	1	0.9	-8	-4.1	-1
Oc1ccc2c(c1)oc1cc(O)ccc12	12	-6	-5	-1.5	11	1.6	-7	-0.7	14
CC(C)Cn1c(N)c(C(=O)CSc2ccc3c(c2)OCCO3)c(=O)n(C)c1=O	-7	7	9	0.7	-6	-1.7	-6	0.2	4
Cc1cccc(C)c1NC(=O)CSCC(=O)O	6	4	6	2.4	8	-0.7	-1	-1.7	1
CC(=O)N1c2ccc(S(=O)(=O)N3CCCC3C(=O)Nc3ccc(C)cc3)cc2CC1C (stereo not given)	11	6	-6	-0.3	-10	-0.7	-3	-1.1	5
C=CCNC(=O)c1ccc(N(CC=C)S(C)(=O)=O)cc1	1	-2	0	-2.3	-7	1.0	12	-2.2	1
CC(C)OC(=O)c1c(NS(=O)(=O)c2ccccc2)sc2c1CCCC2	-1	-3	15	-1.3	5	0.3	-3	-0.7	-11
CN(C)S(=O)(=O)c1cccc(-c2csc(N/N=C/c3ccco3)n2)c1	17	-8	22	1.9	1	1.1	-16	0.5	3
CC(C)(C)P(=O)(N1CCOCC1)N1CCOCC1	8	-1	1	1.2	4	-1.2	-6	-3.5	-7
CCCOc1ccc(C2C(=O)N(C3CCCCC3)CC(=O)N2CCC)cc1OC (stereo not given)	0	2	-11	-0.5	5	/	2	-4.1	31*
CCOc1ccc(CN2CCN(CCCn3cccn3)CC2CCO)cc1 (stereo not given)	-3	6	0	-1.3	-2	/	0	-3.8	-4
CCOC(=O)C1=C(COC(=O)c2ccccc2OC(F)F)NC(=O)NC1C (stereo not given)	8	6	4	0.9	1	-0.4	-7	0.8	3
O=C(O)C1=CCC=CC1C(=O)O (stereo not given)	1	-3	-2	/	/	-1.1	6	-0.3	-1
CCOC(=O)C(C)NC(=O)Cn1ncc2c(=O)oc3ccc(C)cc3c21 (stereo not given)	5	-3	-2	2.0	4	-0.4	-4	-4.2	-5
CC(=O)Nc1ccc(N2C(=O)CSC2c2ccc([N+](=O)[O-])cc2)cc1 (stereo not given)	7	-16	3	3.1	-6	1.7	1	-1.7	5
CCC(C)NC(=O)CSc1nnc(-c2ccc(Cl)cc2)n1N (stereo not given)	11	-10	1	-2.3	1	/	-5	0.7	2
COc1ccc(CNC(=O)C[C@H]2C(=O)N(C3CCCCC3)C[C@@H]2Cc2ccccc2)cc1	2	-2	2	0.2	1	-0.1	14	-3.4	-3
Cn1c(-c2ccc(F)cc2)cnc1SCC(=O)Nc1ccccc1	-3	20	-4	-1.7	2	/	-6	0.0	-1
Cc1sc2nc(CSCC(=O)N3CC(C)OC(C)C3)[nH]c(=O)c2c1C (stereo not given)	-1	-7	13	/	/	-0.8	/	-0.8	2
O=S(=O)(O/N=C1\CCCc2ccccc21)c1ccccc1	7	-10	1	0.1	6	-1.1	-14	-1.2	2
O=C(CSc1nc2ccccc2c(=O)n1NC(=O)c1ccccc1)c1ccccc1	0	9	1	-0.3	2	4.3	1	-3.8	1
Clc1cc(Br)ccc1OCCn1ccnc1	3	-3	-3	-2.0	1	0.8	4	-3.6	-4
CCCNC(=O)c1cc(C2CCCN(C(=O)C3CC3)C2)on1 (stereo not given)	/	-2	12	/	/	0.0	-1	-4.8	-1
COc1ccccc1N1CCN(C(=O)CSc2nc(N)cc(=O)[nH]2)CC1	4	4	-3	-3.2	-6	-0.5	-6	-2.7	-1
CC(C)(C)OC(=O)C[C@H]1C/C=C\C[C@@H](CC(=O)N(CCO)Cc2ccccc2)C(=O)N2CCC[C@H]2COC1=O	2	5	2	-0.7	4	1.2	0	-1.5	2
COc1ccc(OC)c(/C=N\NC(=O)c2ccc(-c3ccccc3)cc2)c1	1	2	10	-1.7	/	-0.5	-3	-0.2	8
C#CCOCCOCCOCCNc1nc(N2CCN(C(=O)[C@H](Cc3ccc(O)cc3)n3cc([C@@H](N)C(C)CC)nn3)CC2)nc(N2CCN(C(=O)[C@H](Cc3cc4ccccc4[nH]3)n3cc([C@@H](N)C(C)CC)nn3)CC2)n1 (stereo not given in full)	-23	/	17	-2.4	5	-2.7	-45	-1.8	5
CCCCC1(Br)C(=O)N(c2ccccc2)N(c2ccccc2)C1=O	4	3	5	-0.4	-8	-2.5	-6	-0.6	2
Cc1ccc(NC(=O)C2CCN(S(=O)(=O)c3c(C)n[nH]c3C)CC2)nc1	1	1	8	0.5	-6	0.3	0	-0.1	4
S=c1[nH]c(-c2cccs2)cn1-c1ccccc1	9	13	5	-1.2	2	1.7	4	2.8	6
CC(C)CNC(=O)CCCc1ccccc1	4	-2	-4	1.3	9	-4.6	-2	-0.6	-1
O=C(CNC(=O)c1cccc(-n2cnnn2)c1)Nc1ccc(F)c(F)c1	-6	1	3	1.3	-14	-1.3	-2	-3.3	1
COc1cc(C(=O)NC(=S)NNC(=O)c2ccc3c(c2)OCO3)cc(OC)c1OC	-3	-2	32*	-0.9	-1	-0.2	/	-0.4	0
CCCc1cc(C(=O)N(C2CCCCC2)C2CCCCC2)no1	-2	-1	3	-1.7	6	-0.1	1	-2.7	-1
Cn1c(SCC(=O)N/N=C/C=C\c2ccccc2[N+](=O)[O-])nc2ccccc21	6	-5	2	-0.9	-13	-1.0	-2	-3.7	3
COc1ccccc1CNC(=O)C(CCSC)NC(=O)C1CCC(C)CC1 (stereo not given)	1	-3	-1	1.5	-5	-0.7	-4	-3.0	-1
OCc1n[nH]c(CO)n1	0	-4	10	0.3	-10	-3.6	2	-0.6	3
O=C(NCCc1nc2ccccc2[nH]1)Nc1ccccc1	5	6	3	1.3	2	2.1	8	-1.1	0
Cc1c(C2(O)CCCCC2)[nH]c2ccc(C#N)cc12	-6	3	-6	-1.2	-1	-0.4	0	-3.8	-1
CCN(CC)CCN(Cc1cc2cc3c(cc2[nH]c1=O)OCO3)C(=S)NCc1ccco1	14	-3	9	-0.5	0	/	-17	-4.8	35*
O=C(CSc1nc2ccccc2c(=O)n1CC1CCCO1)NCC1CCCO1 (stereo not given)	3	-2	0	-2.6	3	-0.4	8	-3.4	-1
Cc1ccc(C)c(S(=O)(=O)N2CCCOC2CNC(=O)C(=O)NCCc2ccco2)c1 (stereo not given)	6	4	-4	-2.8	0	0.4	-13	-2.2	-2
CCOc1ccc(OCC(=O)Nc2c3c(nn2C(C)(C)C)CS(=O)(=O)C3)cc1	3	-1	-1	-1.8	-2	0.1	5	-4.8	-2
CC(C)OC(=O)c1c(N)n(Cc2ccco2)c2nc3ccccc3nc12	18	-3	-14	-0.1	-2	-1.5	-21	0.1	43*
CCC(C)NC(=O)CSc1ccc(Cl)cc1 (stereo not given)	0	-2	5	-0.8	14	0.6	4	-2.5	-2
CCCC(C)C(=O)Nc1nnc(C)s1 (stereo not given)	0	-2	7	0.1	-9	0.3	?	-2.1	2
COCCN(Cc1ccco1)C(=O)Cn1ncc2c(=O)oc3ccccc3c21	0	3	-3	-1.0	-5	/	-1	-2.2	0
Cc1ccc(C(=O)CSc2nc3cccnc3n2C)cc1	4	-1	13	0.2	-4	-4.1	10	1.5	-3
CC(=O)c1ccc(OCc2cc(C(=O)N3CCN(C4CCCC4)C(=O)C3)no2)cc1	2	-6	2	2.9	-1	-0.3	-4	-2.7	2
Cc1cccc(NC(=O)CCC(=O)N/N=C/c2ccncc2)c1	0	-2	1	-2.0	10	/	5	0.2	3
Cc1ccc(/C=C/C(=O)N2CCN(c3cccc(C(F)(F)F)c3)CC2)cc1	-3	-5	0	0.3	-9	/	-1	-3.6	-5
COC(=O)[C@@H](NC(=O)NCc1cccc(OC)c1)C(C)C	2	-4	-3	-1.3	0	0.4	7	-3.2	-2
Cn1c(SCc2c(F)cccc2Cl)nc2ccccc2c1=O	8	-3	8	-1.7	0	-0.4	-2	0.3	2
O=S(=O)(c1ccc(F)cc1)N1CCN=C1SCc1cccc(F)c1	-3	-4	0	-1.0	-2	-0.9	9	1.6	3
CCCCc1c(C)nc2cc(-c3ccco3)[nH]n2c1=O	-2	-7	-8	-2.2	0	-0.6	?	-5.7	12
CCCN(CCC)[C@@H]1CCc2cccc(O)c2C1	4	-7	11	2.6	3	-0.5	-11	-1.5	0
Cc1ccc2cccc(OCc3ccc(Br)cc3)c2n1	8	2	4	-0.7	-7	0.4	39*	0.2	4
OCCC1CN(Cc2ccc(F)cc2)CCN1CCc1ccccc1 (stereo not given)	0	-7	11	0.4	-3	0.1	?	-0.2	3
CSc1ccc(-c2nnn(Cc3ccccn3)n2)cc1	-2	-4	-1	-2.7	4	0.0	-4	-1.2	2
Cn1cc(S(=O)(=O)CC(=O)N2CCCc3ccccc32)c2ccccc21	-5	-5	6	2.9	0	-0.2	-2	-4.5	0
